# Vif-APOBEC3F blk – inhibitors of Vif-A3F interaction. 390,000 tested, 0.2% active. HeLa A3F-eYFP + Vif (tagged APOBEC3F with the HIV-1 protein that degrades it), YFP fluorescence increase. Potency, µM (doses to about 46.1 µM), inactives show top-dose activity, negative = active; note: potency is the fitted concentration of half-maximal effect; % of control where 0% means no effect; nearly all actives have a fitted effect of over 65% in size
#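 Fluorescence increase (Ex 488/Em 500-530) after overnight compound treatment at 37 deg C flags inhibition of Vif-driven A3F-eYFP loss in stable HeLa A3F-eYFP/Vif cells seeded overnight beforehand.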
# Vif-APOBEC3G blk – inhibitors of Vif-APOBEC3G interaction; Q9HC16; HeLa A3G-eYFP + Vif (tagged APOBEC3G with the HIV-1 protein that degrades it), YFP fluorescence, overnight; Potency, µM (doses to about 46.1 µM), for inactives: at the highest dose activity, negative = active, actives largely listed as inhibitors; 410,000 tested, 0.076% active;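 note: potency is the fitted concentration of half-maximal effect; % is set by controls: 0 for no effect and ±100 for the full control effect; nearly all actives have a fitted effect of over 60% in size; hits raise eYFP signal because A3G escapes Vif-driven loss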
#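 Read-out is eYFP fluorescence (Ex 488/Em 500-530) from Vif-expressing HeLa A3G-eYFP cells; more signal means A3G escaped Vif-mediated degradation. Cells plated overnight, compound pinned in, incubated overnight at 37 deg C.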
# mIDH1 inhibitor – human IDH1 R132H inhibition; 390,000 tested, 0.093% active; Potency, µM (titrated, usually from 76.6 µM), without a hit: at the top dose activity change, negative = inhibition, hits mostly inhibitors; IDH1-R132H enzyme, NADPH consumption, diaphorase/resazurin fluorescence; O75874; note: potency is the fitted concentration of half-maximal effect; % is set by controls: 0 for no effect and ±100 for the full control effect; nearly all actives have a fitted effect of over 65% in size
#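 IDH1-R132H (0.5 ug/mL) preincubated 30 min with compound, then NADPH (0.016 mM) and alpha-KG (2 mM) added; 80 min at RT, pH 7.5. Remaining NADPH coupled via diaphorase/resazurin to fluorescence (540/590 nm); concentration-response curves normalized to no-enzyme control.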
# LDHA block – blocks human lactate dehydrogenase A; activity change, % (values are at about 110 or 230 µM); 480,000 tested, 0.15% active; purified LDHA, NADH/diaphorase-resazurin fluorescence; stronger effect = lower value; in the data active = activity change below about -30%; inconclusive = mostly about -25% to -30%;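 note: plate controls were DMSO wells for no effect and wells without enzyme for full effect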
#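 Human LDH5 (2 nM) was incubated with 0.06 mM NADH and 0.2 mM pyruvate for 5 min at room temperature in Tris pH 7.4. Remaining NADH was coupled through diaphorase/resazurin, and resorufin fluorescence was read at 0 and 20 min.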
# Glioma ERSR ind – inducers of ER stress response in human glioma cells | U87-MG GRP78 promoter luciferase reporter, 16 h | Potency, µM, for inactives: at the highest dose activation, actives largely listed as activators | 420,000 tested, 0.02% active; note: potency is the fitted concentration of half-maximal effect; series mostly up to about 76 µM; % of control where 0% means no effect; nearly all actives have a fitted effect of over 35% in size
#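 ERSR induction read as luciferase luminescence (Bright-Glo, 10 min at room temperature) in stably transfected human U87-MG glioma cells exposed to compounds for 16 h, using GRP78 as sensor.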
# PI4K2A inh – PI4K2A (human) kinase inhibition; activity change, negative = inhibition, % at 76.9 µM; 420,000 tested, 0.13% active; AID 1346378; purified PI4K2A, ADP-Glo luminescence, 1 h; stronger effect = lower value; in the data active = activity change below about -50%; inconclusive = mostly about -30% to -49%;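 note: -100% = wells without enzyme as full effect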
#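 Compounds are screened against recombinant PI4K2A using PI as substrate and ATP, the latter dispensed at 300 microM. Reactions run one hour at ambient temperature before ADP-Glo detection; full inhibition defined by wells lacking enzyme.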
# TrxR1 substrate – rat thioredoxin reductase 1 substrate activity; O89049; purified TrxR1 substrate turnover, NADPH consumption readout; Potency, µM (titrated, usually from 114 µM), for the others: top-dose activity change, negative = substrate turnover; 390,000 tested, 0.01% active; AID 588456; note: potency is the fitted concentration of half-maximal effect; % is set by controls: 0 for no effect and ±100 for the full control effect; nearly all actives have a fitted effect of over 50% in size
#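 Rat TrxR1, dispensed at 90 nM, was prereduced with 400 uM NADPH (final) for 5 min at ~22 deg C, then incubated with compound 15 min before 400 uM selenite. A first-read NADPH fluorescence drop versus no-compound background flagged substrates.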
# USP1 inh – blocks the human USP1/UAF1 deubiquitinase complex; recombinant USP1/UAF1, Ub-Rhodamine cleavage fluorescence; 390,000 tested, 0.23% active; O94782; Potency, µM (doses to about 57.1 µM), without a hit: at the highest dose activity change, negative = inhibition, actives largely listed as inhibitors; note: potency is the fitted concentration of half-maximal effect; % is set by controls: 0 for no effect and ±100 for the full control effect; nearly all actives have a fitted effect of over 60% in size; inactives centre near -12
# Target sequence (O94782 whole entry, looked up): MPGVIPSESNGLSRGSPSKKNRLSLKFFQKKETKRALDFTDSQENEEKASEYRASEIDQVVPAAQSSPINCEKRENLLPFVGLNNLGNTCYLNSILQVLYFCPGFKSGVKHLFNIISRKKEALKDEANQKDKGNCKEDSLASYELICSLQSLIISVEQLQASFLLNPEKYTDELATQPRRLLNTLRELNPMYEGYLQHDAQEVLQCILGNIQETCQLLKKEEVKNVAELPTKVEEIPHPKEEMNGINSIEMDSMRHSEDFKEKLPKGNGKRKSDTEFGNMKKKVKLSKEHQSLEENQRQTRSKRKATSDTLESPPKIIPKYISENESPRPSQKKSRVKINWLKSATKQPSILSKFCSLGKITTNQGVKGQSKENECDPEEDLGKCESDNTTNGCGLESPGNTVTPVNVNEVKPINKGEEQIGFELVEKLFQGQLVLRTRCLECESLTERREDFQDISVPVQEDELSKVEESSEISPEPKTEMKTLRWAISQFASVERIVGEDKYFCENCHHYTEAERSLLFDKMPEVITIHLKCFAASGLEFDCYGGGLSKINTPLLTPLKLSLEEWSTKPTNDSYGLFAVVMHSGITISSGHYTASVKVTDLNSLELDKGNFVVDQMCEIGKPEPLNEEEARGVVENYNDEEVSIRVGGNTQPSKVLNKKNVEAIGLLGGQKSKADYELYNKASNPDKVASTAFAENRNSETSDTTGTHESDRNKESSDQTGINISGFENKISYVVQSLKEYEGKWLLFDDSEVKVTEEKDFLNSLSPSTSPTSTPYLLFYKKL
#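 USP1/UAF1 complex (1 nM) preincubated 15 min at room temperature with compound, then Ub-Rho substrate (150 nM final) added. Kinetic fluorescence at 480/540 nm over 6 reads at 60 s intervals; 50 mM HEPES pH 7.8, 0.5 mM EDTA, 0.1 mg/ml BSA, 1 mM TCEP, 0.01% Tween-20.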
# RXFP1 agonist – agonists of human relaxin receptor RXFP1; Q9HBX9; HEK293T-RXFP1 cAMP TR-FRET, 30 min; response scale: percent of porcine relaxin response, buffer zero; Potency, µM (series often up to 57.5 µM), inactives show top-dose activation, usual class: activators; 370,000 tested, 0.3% active; AID 2676; note: potency is the fitted concentration of half-maximal effect; % is set by controls: 0 for no effect and ±100 for the full control effect; nearly all actives have a fitted effect of over 60% in size; many of its hits are not listed in these tables
#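 Agonist response is measured as cAMP accumulation in an RXFP1-transfected HEK293T line under PDE4 inhibition. Values are scaled between buffer-only and 29 nM porcine relaxin, and EC50s come from standard Hill equation fits.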
# Numbers without * were called inactive; ? = inconclusive; . = no result given; [ ] = remark or other dose. Unless noted, calls come from the whole dose curve; as a rule, active = well fitted curve in the direction sought with a large enough effect; inconclusive = small, poorly fitted or top-dose-only effect, or another doubt; inactive = no such curve, though single readings can be large; an effect the other way counts as inactive or inconclusive. An excerpt; rates above refer to the full screens.
SMILES,Vif-APOBEC3F blk,Vif-APOBEC3G blk,mIDH1 inhibitor,LDHA block,Glioma ERSR ind,PI4K2A inh,TrxR1 substrate,USP1 inh,RXFP1 agonist
CC(=O)C1=C(O)C(=O)N(c2ccccn2)C1c1ccc(C)cc1 (stereo not drawn),13%,0%,4%,-2,0%,2,-17%[57.1 µM],-18%,8.4%
NC(=O)c1c(NC(=O)Cn2cnc([N+](=O)[O-])n2)sc2c1CCCC2,1%,3%,2%,2,-3%,8,-4%,-10%,0.0%
COc1ccc([C@H]2CC(=O)C=C(c3ccccc3-c3ccccc3)C2)cc1,-8%,-12%,3%,7,-6%,-3,3%,-24%,-0.2%
Cc1sc(NC(=O)C2=COCCO2)nc1-c1ccc(Br)cc1,-3%,-4%,-2%,-8,0%,-1,4%[57.1 µM],-11%,0.1%
CCN(CC(=O)NCc1ccco1)S(=O)(=O)c1ccc(OC)cc1,9%,0%,3%,-5,-5%,-3,-4%,-15%,2.1%
CCOC(=O)c1ccccc1NC(=O)Cn1c(=O)n(CCC(=O)NCc2ccccc2OC)c(=O)c2ccccc21,1%,0%,-6%,-4,-4%,1,9%,-19%,-3.0%
COc1ccc(C(NC(=O)C2CCN(CCOc3ccc(Cl)cc3Cl)CC2)c2ccccn2)cc1 (stereo not drawn),.,-10%,.,0,-3%,-5,.,.,.
O=C(N/N=C1\CC2CC=CC12)c1ccc(Br)cc1 (stereo not drawn),-8%,-1%,1%,-3,-1%,1,5%[57.1 µM],-4%,0.2%
CCCOP(=O)(c1ccc(N(C)C)cc1)C(Nc1ccccc1)c1ccc(C)cc1 (stereo not drawn),-11%,-2%,-2%,1,-6%,-22,2%[57.1 µM],-3%,0.8%
Cc1ccc(CNC(=O)CCc2c(C)[nH]c(=O)c(C#N)c2C)cc1,?,-2%,-1%,-5,-1%,-2,9%,6%,-0.2%
CC(=O)c1c(C)[nH]c(C2=NNC(=NC(C)(C)C)SC2)c1C,-22%,-5%,8%,7,5%,1,1%[57.1 µM],-16%,0.7%
CCOC(=O)COn1c(=O)c(=O)n(O)c2ccccc21,-8%,-3%,2%,11,1%,-6,7%[57.1 µM],-7%,6.8%
Cc1ccc(-c2nc(CNC(=O)c3ccco3)cs2)cc1,1%,1%,-3%,-2,5%,-1,8%,-15%,0.2%
CCC(=O)N(C1=C(NC)C(=O)c2ccccc2C1=O)C(C)C,1%,-16%,-2%,-6,-4%,-14,-1%,?,1.2%
Cc1ccc2nc(-c3ccncc3)c(Nc3ccccc3C)n2c1,2%,-5%,19%,-7,-2%,-2,10%,?,1.3%
O=C(COc1ccc(Cl)cc1)NCCc1ccccn1,-1%,-4%,5%,-11,-3%,6,3%[57.1 µM],3%,-5.7%
Cn1nccc1NC(=O)CC(CC(=O)O)c1ccccc1 (stereo not drawn),7%,0%,-11%,0,-5%,0,0%,-6%,-0.1%
Cc1cccc2cc(CNCC3CCCO3)c(Cl)nc12 (stereo not drawn),18%,2%,6%,-3,-2%,0,7%[57.1 µM],-12%,0.3%
COc1ccc(C2CC(c3ccccc3)=NN2c2ccc(S(N)(=O)=O)cc2)cc1 (stereo not drawn),7%,-1%,-8%,0,15%,-4,228%[activator][57.1 µM],-20%,23%
COC(=O)C1=C(N)Oc2cc(C)n(CC3CCCO3)c(=O)c2C1c1ccccc1OC (stereo not drawn),-3%,-1%,5%,-4,-4%,-2,8%,-21%,2.9%

# Of the compounds above, these have an NH in an aromatic ring:
SMILES,Vif-APOBEC3F blk,Vif-APOBEC3G blk,mIDH1 inhibitor,LDHA block,Glioma ERSR ind,PI4K2A inh,TrxR1 substrate,USP1 inh,RXFP1 agonist
Cc1ccc(CNC(=O)CCc2c(C)[nH]c(=O)c(C#N)c2C)cc1,?,-2%,-1%,-5,-1%,-2,9%,6%,-0.2%
CC(=O)c1c(C)[nH]c(C2=NNC(=NC(C)(C)C)SC2)c1C,-22%,-5%,8%,7,5%,1,1%[57.1 µM],-16%,0.7%

# (listing goes on)
SMILES,Vif-APOBEC3F blk,Vif-APOBEC3G blk,mIDH1 inhibitor,LDHA block,Glioma ERSR ind,PI4K2A inh,TrxR1 substrate,USP1 inh,RXFP1 agonist
COc1cccc(/C=N/NC(=O)c2ccc(-c3ccccc3)cc2)c1O,?,1%,1%,-1,-3%,-4,-8%,-20%,-2.2%
CSc1ccccc1NC(=O)c1noc(C)c1[N+](=O)[O-],0%,0%,9%,-1,-6%,-1,4%,-4%,0.2%
COc1cccc(Cn2c(-c3nonc3N)nc3ccccc32)c1,15%,?,4%,-6,-5%,-2,8%[57.1 µM],-3%,4.8%
Cc1ccc(CNC(=O)C2CC(c3cccc([N+](=O)[O-])c3)=NO2)o1 (stereo not drawn),-3%,-17%,0%,-3,1%,2,1%,?,1.7%
CCOCCCNC(=O)c1ccc(CS(=O)(=O)c2cccc(C(F)(F)F)c2)o1,8%,0%,3%,3,-4%,4,10%[57.1 µM],-7%,-2.9%
CC(C)(C)CC(C)(C)SSc1n[nH]c(=S)s1,?,2%,-2%,-10,-3%,31,-4%,-8%,.
N#CC1=C(Nc2ccccc2)SC=C(c2ccccc2)N=C1N1CCOCC1,-1%,-2%,4%,-4,-3%,2,-8%,-7%,2.8%
O=C(CN(C(=O)CCC(=O)Nc1nccs1)c1ccc(F)cc1)NCc1ccccc1,-2%,1%,1%,-1,-3%,1,2%,7%,0.2%
COc1ccc(C(C)NC(=O)c2ccc(Br)cc2)cc1OC (stereo not drawn),-2%,0%,-1%,2,-4%,-5,-3%,-18%,-0.7%
Cc1cccc(-c2nc3nc(C)cc(NCc4ccccc4Cl)n3n2)c1,-5%,-4%,5%,-6,-3%,-1,-10%[57.1 µM],?,1.5%
Cc1ccc(S(=O)(=O)N2CCN(C(=O)C(Cc3ccccc3)NC(=O)c3ccccc3)CC2)cc1 (stereo not drawn),-3%,1%,4%,-5,3%,2,8%,-8%,-1.3%
CC(C)Cc1ccc(CN2CCCC(NC(=O)CCN3CCCCC3=O)C2)cc1 (stereo not drawn),10%,3%,9%,0,-1%,6,1%,-7%,2.2%
COc1ccc(C(=O)Nn2c(SCc3ccc([N+](=O)[O-])cc3)nc3ccccc3c2=O)cc1,.,3%,6%,-5,-1%,-6,2%,-14%,-1.0%
COc1cc(OC)c(C(=O)Nc2ccc(N(C)C)cc2)cc1OC,-2%,0%,5%,12,-3%,1,7%[57.1 µM],-15%,-0.3%
CCOc1ccccc1OCC(=O)N/N=C(\C)Cc1ccc(OC)cc1,-18%,?,3%,0,-3%,0,-16%,-14%,2.0%
O=c1oc(-c2cccc(S(=O)(=O)N3CCOCC3)c2)nc2ccccc12,-6%,-1%,3%,-6,-2%,-1,7%,-31%,-0.3%
Cc1oc(-c2ccccc2F)nc1CS(=O)(=O)CC(=O)NC1CCCC1,0%,-1%,-6%,-11,-3%,2,13%[57.1 µM],-21%,0.3%
Cc1c(OCC(=O)NC2CCN(Cc3ccccc3)CC2)ccc2c3c(c(=O)oc12)CCC3,-17%,-7%,0%,0,-2%,-9,13%,-6%,1.3%
COc1ccc(S(=O)(=O)/N=C2/NC(=O)/C(=C\c3ccco3)S2)cc1,6%,0%,-2%,-1,-1%,-4,-19%,-19%,0.9%
COc1cc(C(=O)Nc2ccc3c(c2)nc(C)n3C)cc(OC)c1OC,?,?,12%,-1,3%,-1,0%,-11%,-0.8%
COC(=O)c1cc(S(=O)(=O)N2CCN(C(=O)c3ccco3)CC2)cn1C,4%,1%,1%,-1,-3%,-1,4%,-15%,-0.4%
Cc1ccccc1C(C)(O)c1cnc(C)n1Cc1ccccc1 (stereo not drawn),-2%,-1%,-18%,-6,-6%,2,.,?,.
O=Cc1c[nH]c2ccc(S(=O)(=O)N3CCOCC3)cc12,-3%,0%,-1%,5,-3%,5,5%,-17%,2.9%
COC(=O)C1C2C=CC(C3CC23)C1C(=O)OCC(=O)c1ccc(OC)cc1 (stereo not drawn),1%,3%,7%,-9,-2%,3,-12%,-17%,-1.8%
O=C(Nc1ccccc1N1CCCC1)C1CCCO1 (stereo not drawn),4%,0%,9%,0,-2%,1,-9%,-1%,1.1%
CSc1ccccc1C(=O)N1CCC(n2nccc2NC(=O)C(C)(C)C)CC1,5%,0%,0%,-1,0%,-3,-5%,-17%,-0.6%
COC(=O)c1ccc(CNC(=O)c2cc(COc3cncc(Cl)c3)on2)cc1,1%,6%,8%,-2,-2%,-1,2%,-17%,-3.5%
O=C(NC(=S)Nc1cccc([N+](=O)[O-])c1)c1ccccc1,2%,0%,-2%,-7,4%,-2,-3%,-20%,4.4%
CCOC(=O)c1cccc(NC(=O)CC(c2cc(OC)c(OC)c(OC)c2)N2Cc3ccccc3C2=O)c1 (stereo not drawn),5%,-3%,-21%,-3,0%,3,2%,-12%,1.0%
CC1CCc2sc(C(=O)NN=C3CCCC3)cc2C1 (stereo not drawn),-5%,-4%,8%,-4,0%,0,.,?,.
O=C(O)CSCC(=O)Nc1ccc(C(F)(F)F)cc1,3%,1%,5%,-4,-4%,4,6%[57.1 µM],-6%,-3.1%
CCc1ccc(OC(=O)c2cncc(Br)c2)cc1,-4%,0%,8%,-1,-3%,-3,-19%[57.1 µM],-16%,-0.1%

# High-throughput results: PubChem BioAssay, National Center for Advancing Translational Sciences (NCATS)
